Yfh1-depleted yeast: enhancers of respiration in Yfh1-depleted yeast, dose response, Friedreich's ataxia, plus single-dose screen (AID 1465) | S. cerevisiae Yfh1-off respiration, WST-1 reduction, 72 h; higher fold induction means a stronger effect | fold induction at 50 µM; hits with a dose series show EC50 in µM | 0.074% of 220,000 active;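 active means fold induction of absorbance versus untreated yeast above a set limit, then at least 30% activation at any dose in follow-up; inconclusive means repeats straddling the limit, or above it without dose testing; inactive means fold induction below the set limit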;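 further: activators that raise dye reduction in frataxin-depleted yeast; strong numbers were not always called active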
PMI inhibition: MPI inhibition at elevated mannose 6-phosphate – biochemical, fluorescence intensity, high mannose 6-phosphate, primary screen (AID 1220); recombinant PMI enzyme, coupled fluorescence intensity; higher % means a stronger effect; inhibition, % at 20 µM, or IC50 in µM where a hit was titrated; 0.66% of 190,000 active
MT stabilizer: microtubule stabilizers in HeLa cells. HeLa tubulin immunostaining HCS, 24 h; share of cells brighter than vehicle mean+2SD. 0.83% of 200,000 active. % tubulin-high responders, % at 10 µM;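 active means plate Z-score above 3 for both tubulin-high and condensed-nucleus cell shares, with cell loss under 80%, at 10 µM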;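 further: anti alpha tubulin signal scored within the nucleus-defined area of each cell; some results filed as inactive read as strong as hits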
PMI inhibitors: MPI enzyme activity inhibition – biochemical, fluorescence intensity, coupled assay, primary screen (AID 1209); purified PMI enzyme, coupled fluorescence intensity; higher % means a stronger effect; inhibition, % at 20 µM, or IC50 in µM where a hit was titrated; 0.42% of 190,000 active;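 further: plate controls were DMSO vehicle for no effect and wells lacking substrate for full effect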
Dynein transport: blocks dynein driven cargo transport along microtubules; 3617.4 mouse cells, GR-EGFP nuclear translocation imaging; test concentration mostly 20 µM; stimulated with dexamethasone, 1 µM; hits give low values; z-score, hits read low; 0.47% of 220,000 active;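 active means plate z-score of nuclear minus cytoplasmic receptor signal below a set negative limit, without overly bright fluorescence or cell loss, cut at about -3.5 in these data, passing the limit was not always enough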;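 further: z-score of nuclear minus cytoplasmic ring GR-EGFP intensity difference per well; some compounds called inactive have numbers as strong as hits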
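Buffer or medium: Induction medium lacking tetracycline, stripped serum | Also added: Dexamethasone agonist, 1.0 µM final, for 30 min | Timing: 48 h induction, 1 h compound, 30 min dex at 37 °C | Detection: Formaldehyde fixation, Hoechst nuclear stain, 10x automated fluorescence imaging | Measure: Nuclear versus cytoplasmic GR-EGFP signal, averaged per well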
Autophagy HCS: alters autophagy in cells; MEF GFP-LC3 puncta imaging; test concentration mostly 10 µM; calls only at 10 µM (by protocol); 0.98% of 190,000 active; AID 463193;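 active means percentage of spot-positive cells more than 3 SD above its plate mean, without a fluorescence outlier flag or 80% toxicity; inconclusive means no clear call, values can overlap the other calls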;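 further: spot-positive cell cutoff set from DMSO-treated cells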
bCat nuc transl: modulators of beta-catenin nuclear translocation | HeLa beta-catenin nuclear translocation, immunofluorescence imaging | nuclear translocation activity, % at 5 µM | 0.3% of 190,000 active;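 active means nuclear translocation activity above 50% at 5 µM, with a well cell count of 50 or more; inconclusive means wells under 50 cells across six images, flagged as toxic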;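 further: per-cell ratio of nuclear to cytoplasmic median beta-catenin stain intensity; plate controls were DMSO negative control for no effect and GSK-3 inhibitor IX positive control for full effect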
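System: Human HeLa cells, endogenous beta-catenin | Compound dosing: 5 µM primary, 0.02–20 µM confirmation | Timing: 24 h compound exposure at 37°C, 5% CO2 | Measured by: Fluorescence imaging of beta-catenin antibody stain plus DAPI | Read-out basis: % activation of per-cell nuclear versus cytoplasmic median beta-catenin signal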
Insulin prom up: MIN6 insulin promoter up-regulation | MIN6 insulin promoter-GFP reporter, high-content imaging; hits give high values | z-score at 5 µM | 0.3% of 190,000 active;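 active means z-score above 3 at 5 µM with at least 500 cells counted in the well; inconclusive means wells under 500 cells, flagged as cytotoxic or low count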
WT yeast gro inh: growth inhibition of WT yeast, mitochondrial fusion screen; 2.1% of 190,000 active; mitochondrial fusion phenotypic screen, WT strain; inhibition, % at 10 µM; in the data active means inhibition above about 58%; tested in S. cerevisiae
WT yeast gro inh mutant strain: second read-out of WT yeast gro inh, no call of its own (marks repeat the call); inhibition, %; mitochondrial fusion phenotypic screen, mutant strain inhibition
Dynein transport cytoplasmic EGFP: recorded beside Dynein transport, whose call it bears; z-score; measured here: cytoplasmic GR-EGFP intensity; hits give high values
Dynein transport nuclear GR-EGFP: recorded beside Dynein transport, whose call it bears; z-score; measured here: nuclear GR-EGFP intensity;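 lower value marks the stronger effect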
Dynein transport cell count: further read-out of Dynein transport, marked with its call; z-score; measured here: cell count per field
Insulin prom up cell count: further read-out of Insulin prom up, marked with its call; cell count; measured here: cytotoxicity, nuclei count;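 total cells summed across four imaged fields per well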
bCat nuc transl cell count 5 µM: further read-out of bCat nuc transl, marked with its call; cell count; measured here: cell count, cytotoxicity flag
MT stabilizer Hoechst-high %: further read-out of MT stabilizer, marked with its call; % Hoechst-high responders; measured here: nuclear condensation Hoechst responders;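 share of cells brighter than vehicle mean plus two SD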
MT stabilizer cytotoxicity %: also measured in MT stabilizer; calls as there; toxicity, %; measured here: cytotoxicity by cell density;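 0% = mean cell density of plate MIN control wells and 100% = no cells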
Autophagy HCS cell loss 18 h: also measured in Autophagy HCS; calls as there; toxicity, %; measured here: cell loss, nuclei count;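 cell loss after 18 h compound exposure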
* hit, by the source's call; i = inactive; ? = inconclusive; / = not tested or not shown; + = active, no number. Unless noted, no stated cut-off is given here; in the data, active means inhibition above about 50%; inactive means the rest.

SMILES	Yfh1-depleted yeast	PMI inhibition	MT stabilizer	MT stabilizer Hoechst-high %	MT stabilizer cytotoxicity %	PMI inhibitors	Dynein transport	Dynein transport cytoplasmic EGFP	Dynein transport nuclear GR-EGFP	Dynein transport cell count	Autophagy HCS	Autophagy HCS cell loss 18 h	bCat nuc transl	bCat nuc transl cell count 5 µM	Insulin prom up	Insulin prom up cell count	WT yeast gro inh	WT yeast gro inh mutant strain
CCOc1ccc(C(C)=O)cc1N1C(=O)C2C3C=CC(O3)C2C1=O (stereo unspecified)	i	13%	4.6	2.3	7.6	18%	1	-0.26	0.55	-0.02	i	-11	-0.7	1303	-0.37	1564	-3	-3
CC(C)(C)c1cc[n+](/C(C(=S)NC2CC2)=C(/[O-])c2ccc(Cl)s2)cc1	i	8%	1.3	1.8	2.0	5%	-0.21	-0.13	0.58	-0.21	i	6	/	/	/	/	3	10
Cc1ccc(-n2ncc(C(=O)Nc3cc(Cl)cc(Cl)c3)c2C2CCNCC2)cc1C	i	6%	62	4.3	76	-1%	-0.53	2.7	-0.29	-5	+	49*	49	340	?	/	18	-5
Cc1ccc(S(=O)(=O)NC(=O)Nc2nc(-c3ccc(F)c(F)c3)cs2)cc1	i	/	/	/	/	/	0.81	-0.083	0.37	0.54	/	/	-0.6	1125	-0.03	1463	/	/
O=C(NN1CCOCC1)c1cc(-c2ccncc2)nc2ccccc12	i	7%	1.7	2.0	3.9	12%	-0.28	-0.35	0.19	-0.14	i	9	-1.6	1074	0.03	1312	-14	5
CCN(CC)c1ccc(/C=C2/C(=O)N(c3ccc([N+](=O)[O-])cc3)N=C2N2CCOCC2)cc1	/	14%	4.3	1.1	0.3	10%	-0.2	-0.12	0.035	0.43	i	-6	-2.2	1001	0.23	1451	-9	34
CNC(=O)N(O)C1N(/N=C/c2ccccc2O)C(=S)SC1(C)C (stereo unspecified)	i	/	/	/	/	/	-0.03	-0.25	-0.064	0.89	/	/	-1.2	1339	0.63	1151	/	/
CCOC(=O)N1CCN(c2cc(=O)n(-c3cccc(Br)c3)c(=O)[nH]2)CC1	i	7%	7.6	2.0	7.2	9%	-0.41	-0.28	-0.16	0.41	/	/	-3.0	1146	-0.23	1889	12	6
CCn1ncc(C2C(C(=O)Nc3ccc(C)cn3)=C(C)NC3=C2C(=O)CCC3)c1C (stereo unspecified)	i	-2%	2.4	2.8	3.4	-6%	-0.3	-0.23	0.0056	0.69	i	11	0.7	552	0.13	1140	-10	3
Cc1ccc(C(=O)NCCc2ccccn2)cc1S(=O)(=O)N1CCOCC1	i	/	/	/	/	/	0.29	-0.13	0.83	-0.73	/	/	1.4	1347	0.12	1001	/	/
Cc1ccc2oc(NC(=O)N3CCOCC3)cc(=O)c2c1	i	10%	5.0	1.2	2.3	-4%	0.23	-0.13	0.8	0.6	i	7	-6.4	921	0.11	1098	1	-9
O=C(CNCc1ccco1)Nc1cc(S(=O)(=O)N2CCOCC2)ccc1N1CCCC1	i	-9%	3.2	0.9	2.8	-16%	1.6	-0.24	1.2	-0.91	i	17	-0.8	1142	/	/	11	17
O=C1C(NS(=O)(=O)c2ccc(Cl)cc2)=C(N2CCCCC2)C(=O)c2ccccc21	i	5%	7.9	2.0	5.3	-23%	0.63	0.05	0.61	-1.4	i	-3	1.7	934	-0.38	1422	57	16
CC(C)(C)SCCNC(=O)c1ccc(Cl)c(S(=O)(=O)N2CCOCC2)c1	i	/	3.5	2.8	4.2	/	0.11	-0.26	0.023	0.19	i	-2	/	/	/	/	/	/
COc1ccc(Oc2ccc(N/C=C/C(=O)C(C)(C)C)cc2)cc1	i	2%	3.9	0.8	1.2	0%	0.56	-0.26	0.18	0.25	i	5	3.9	854	0.5	1556	31	2

Just MT stabilizer Hoechst-high %, for 2 of the compounds above:
compound	MT stabilizer Hoechst-high %
CC(C)(C)SCCNC(=O)c1ccc(Cl)c(S(=O)(=O)N2CCOCC2)c1	2.8
COc1ccc(Oc2ccc(N/C=C/C(=O)C(C)(C)C)cc2)cc1	0.8

(continued)
SMILES	Yfh1-depleted yeast	PMI inhibition	MT stabilizer	MT stabilizer Hoechst-high %	MT stabilizer cytotoxicity %	PMI inhibitors	Dynein transport	Dynein transport cytoplasmic EGFP	Dynein transport nuclear GR-EGFP	Dynein transport cell count	Autophagy HCS	Autophagy HCS cell loss 18 h	bCat nuc transl	bCat nuc transl cell count 5 µM	Insulin prom up	Insulin prom up cell count	WT yeast gro inh	WT yeast gro inh mutant strain
CCOC(=O)N1CCN(C(=O)CSc2ccc(-c3cccc(OC)c3)nn2)CC1	/	-10%	4.2	1.9	6.0	-7%	1.6	-0.25	0.84	-0.15	i	3	0.9	1115	-1.3	1288	-5	-1
CC1CCCCC1NC(=S)NC(=O)c1sc2ccccc2c1Cl (stereo unspecified)	i	24%	3.8	2.3	4.9	7%	0.081	-0.29	-0.016	1.1	i	20	-4.0	962	-0.37	1453	22	9
CC1CC(C)CN(CCCNC(=O)C2CCC(=O)N2C2CCCC2)C1 (stereo unspecified)	i	-9%	2.2	1.2	8.1	-8%	-0.23	-0.18	-0.081	0.83	i	45	0.3	1277	-0.1	1619	-6	-10
CCc1ccc(C(=O)COC(=O)c2cccc(N3C(=O)c4c(C)nc5ccccc5c4C3=O)c2)cc1	i	-3%	1.7	1.5	9.4	0%	0.3	0.22	0.035	-0.35	i	-11	-1.2	1326	-0.23	1536	9	7
Cc1ccc(C(=O)OC(C(=O)Nc2ccc(Cl)cc2C(F)(F)F)c2ccccc2)cc1 (stereo unspecified)	i	6%	2.7	2.1	8.5	6%	-0.51	0.43	0.087	0.67	i	9	-3.0	588	0.59	1313	5	-17
Cc1cccc(C)c1NC(=O)C(=O)NCCc1c[nH]c2ccccc12	i	-4%	1.3	0.9	3.3	-2%	2.1	-0.011	1.3	-2.2	i	-4	/	/	-0.12	1105	-1	-3
Cc1nc(N2CCN(Cc3ccccc3)CC2)nc2c1C(=O)CC(c1ccco1)C2 (stereo unspecified)	i	-4%	3.3	2.4	11	2%	-0.4	-0.21	-0.084	0.6	i	2	/	/	0.89	1187	6	-5
O=C(Nc1ccncc1NC(=O)c1cccc([N+](=O)[O-])c1)c1cccc([N+](=O)[O-])c1	i	0%	1.1	1.0	3.9	7%	0.59	0.11	0.59	-0.47	i	52	-0.8	1089	-0.01	1162	4	-11
FC(F)(F)c1cccc(N2CCN(C(=S)NCC3CCCO3)CC2)c1 (stereo unspecified)	i	11%	2.4	2.8	5.1	8%	-0.093	-0.36	-0.032	0.5	i	-8	0.0	1150	-0.22	957	-12	-9
CC(NC(=O)COC(=O)C1=COCCO1)C12CC3CC(CC(C3)C1)C2 (stereo unspecified)	i	0%	2.8	2.4	0.5	-10%	0.31	-0.29	0.63	-1.4	i	5	-1.2	1089	-0.77	1349	10	0
Cc1ccccc1Cn1nc(C)c(NC(=O)C2(C)CC2(Cl)Cl)c1C (stereo unspecified)	i	-2%	4.6	3.7	4.5	-4%	-0.11	-0.31	-0.065	-0.39	i	-1	/	/	0.37	1231	-7	3
COC(=O)CCc1n[nH]c(=O)[nH]c1=O	i	15%	3.1	3.7	4.4	10%	0.45	-0.12	0.45	-0.72	i	8	-1.0	1083	0.79	1728	7	-3
COc1ccc(S(=O)(=O)N2CCOCC2)cc1C(=O)Nc1cc(C)on1	i	7%	2.9	2.4	5.3	6%	-1.4	-0.26	-0.74	1.4	i	-7	/	/	-0.55	1293	-19	8
CC(=O)c1ccc(NC(=O)C(NC(=O)c2ccccc2)=C(C)C)cc1	i	-15%	1.4	0.9	3.8	-17%	-0.91	-0.18	-0.57	-0.66	i	19	-3.4	1081	-0.22	1291	5	-16
COc1cc(CN2CCC(C(=O)NC3CCCC3)CC2)ccc1O	i	4%	1.7	2.4	30	12%	-0.71	-0.26	-0.58	0.48	i	3	/	/	-0.57	1327	-2	-6
Cc1cnc(NC(=O)CSC(=S)N2CCOCC2)s1	i	-6%	2.4	1.6	4.9	-10%	-0.2	-0.26	0.022	0.78	i	8	-0.3	1060	-0.53	1154	-3	-1
CCCCOC(=O)c1ccc(NC(=O)C2CCCO2)cc1 (stereo unspecified)	i	-5%	1.8	2.0	5.7	-3%	0.093	-0.21	0.069	0.74	i	-1	/	/	0.6	1274	0	7
CC1=C(C(=O)Nc2ccccn2)C(c2ccc(N(C)C)cc2)n2ncnc2N1 (stereo unspecified)	i	-2%	5.0	2.9	5.0	-2%	0.76	-0.3	0.65	-0.9	i	-8	-0.7	1362	-0.34	1448	-2	9
COc1ccc(OC)c(Cc2nnc(CCC(=O)NC3CCCCC3)o2)c1	i	7%	1.9	2.3	3.7	10%	0.2	-0.24	0.13	0.53	i	-27	-1.9	1042	0.75	1523	-23	-18
CC(C)(C)NC(=O)CSC(=Nc1cccc(F)c1)NC#N	i	-2%	1.7	2.5	3.1	1%	-0.061	-0.084	0.82	0.3	i	-13	-0.8	1412	1.2	1614	9	-5
O=c1[nH]c2ccccc2nc1/C=C/c1ccc(O)cc1	i	21%	3.8	1.8	3.5	7%	-0.23	-0.065	0.34	0.28	i	13	-1.0	1039	0.46	1340	-7	-7
Cc1ccc(NC(=O)N2CCC(C(N)=O)CC2)cc1	i	-3%	3.1	1.8	5.2	0%	-1	-0.23	-0.53	-0.15	i	-3	-0.8	1259	-1.1	1367	-22	-4
c1cncc(CSc2nnc(-c3cccnc3)n2Cc2ccco2)c1	i	-2%	4.6	2.1	4.2	-4%	-0.57	-0.011	0.022	-0.18	i	-7	-0.6	1149	0.28	1249	3	-14

Source: PubChem BioAssay (several laboratories)
